From PubChem BioAssay
M. tuberculosis GlmU – inhibition of mycobacterial GlmU enzyme – biochemical, glucosamine-1-phosphate acetyltransferase (AID 1376) | Bifunctional protein GlmU (Mycobacterium tuberculosis (strain ATCC 25618 / H37Rv)) | M. tuberculosis GlmU acetyltransferase enzyme assay; higher % means a stronger effect | 0.25% of 220,000 active | inhibition, %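 (tested at 30 µM in the primary screen)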; hits with a dose series show IC50 in µM; in the data active = inhibition above about 13%; inconclusive = no clear call, values can overlap the other calls;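 note: 0% = complete reaction with vehicle and 100% = reaction without substrate; strong numbers were not always called active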
RmlCD inh 1536 – M. tuberculosis RmlC/RmlD coupled enzyme inhibitors, primary screen, biochemical, compound mixtures, 384-well, from 1536-well plates | dTDP-4-dehydrorhamnose reductase (Mycobacterium tuberculosis (strain ATCC 25618 / H37Rv)) … | RmlC+RmlD coupled enzyme assay, percent inhibition; primary screen in compound mixtures | inhibition, % at 3.6 µM | 0.03% of 160,000 active | AID 1533, 2009; in the data active = inhibition mostly above about 34%, no sharp cut-off; inconclusive = no clear call, values can overlap the other calls; inactive = mostly below about 22%; note: some results filed as inactive read as strong as hits
Target sequence (P9WH09 whole entry, looked up): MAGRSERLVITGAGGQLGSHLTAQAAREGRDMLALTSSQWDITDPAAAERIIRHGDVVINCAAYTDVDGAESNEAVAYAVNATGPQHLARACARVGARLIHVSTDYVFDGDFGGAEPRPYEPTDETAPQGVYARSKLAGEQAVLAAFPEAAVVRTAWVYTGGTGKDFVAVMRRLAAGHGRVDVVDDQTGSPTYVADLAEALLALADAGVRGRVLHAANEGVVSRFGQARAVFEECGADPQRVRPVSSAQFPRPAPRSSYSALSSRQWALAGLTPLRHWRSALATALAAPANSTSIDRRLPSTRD
Target sequence (P9WH11 whole entry, looked up): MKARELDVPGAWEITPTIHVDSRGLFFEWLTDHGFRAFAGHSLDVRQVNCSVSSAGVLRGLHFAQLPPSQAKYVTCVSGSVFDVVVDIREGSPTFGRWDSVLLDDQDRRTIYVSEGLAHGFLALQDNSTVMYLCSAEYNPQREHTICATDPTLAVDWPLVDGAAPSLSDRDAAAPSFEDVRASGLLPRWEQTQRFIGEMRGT
Active calls of the source: *.

Screening COc1cc2c(=O)n(CCCC(=O)NCC3CCCO3)c(=O)n(CC(=O)c3ccc(F)cc3)c2cc1OC (stereo unspecified) returned M. tuberculosis GlmU -4.4% and RmlCD inh 1536 -14.
Screening CCOC(=O)CNC(=O)CSc1nnc(NC(=O)c2ccccc2Cl)s1 returned M. tuberculosis GlmU -0.5% and RmlCD inh 1536 6.
`CN(CC(=O)O)c1ccc(C(F)(F)F)cc1[N+](=O)[O-]` gave M. tuberculosis GlmU 0.0% and RmlCD inh 1536 -6.
Screening CN1/C(=C\C=Nc2cc(S(=O)(=O)N3CCOCC3)ccc2N2CCOCC2)C(C)(C)c2ccccc21 returned M. tuberculosis GlmU -1.0% and RmlCD inh 1536 15.
O=C(NCc1cccnc1)NC(C(F)(F)F)C(F)(F)F was read as M. tuberculosis GlmU 0.3% and RmlCD inh 1536 4.
For COC(=O)[C@@]1(Cc2ccccc2)C=C[C@@H](C)N1C(C)=O the results were M. tuberculosis GlmU 0.6%.
CCOC(=O)c1nc2ccccc2s1 was read as M. tuberculosis GlmU 1.1% and RmlCD inh 1536 62.
For Cc1ccc(/C=N/NC(=O)c2ccoc2C)s1 the results were M. tuberculosis GlmU 0.6% and RmlCD inh 1536 0.
`CCOc1ccc(C2CC(c3ccccc3)Nc3nc(N)nn32)cc1` (stereo unspecified) gave M. tuberculosis GlmU -1.4% and RmlCD inh 1536 13.
Cc1cccc(/C(N)=N/OC(=O)COc2ccccc2Cl)c1 was read as M. tuberculosis GlmU 3.0% and RmlCD inh 1536 -10.
`N#Cc1cnn2c3c(cnc12)C(=O)N1CCc2ccccc2C1C3` (stereo unspecified) gave M. tuberculosis GlmU 2.6% and RmlCD inh 1536 6.
Screening Cn1nc2sc3ccccc3n2c(=O)c1=O returned M. tuberculosis GlmU 4.1% and RmlCD inh 1536 9.
COc1ccc2nc3ccccc3nc2c1NC(=O)c1ccc(Br)cc1 was read as M. tuberculosis GlmU -5.5% and RmlCD inh 1536 11.
Screening CCCn1nnc(NC(=O)c2ccc(Br)cc2)n1 returned M. tuberculosis GlmU 3.7% and RmlCD inh 1536 2.
For COc1ccc(N2CC(C(=O)OCC(=O)c3ccccc3)CC2=O)cc1 (stereo unspecified) the results were M. tuberculosis GlmU -0.1% and RmlCD inh 1536 inconclusive.
For Clc1ccc(-c2c[nH]c3ccccc23)nn1 the results were M. tuberculosis GlmU 2.4%.
`Cc1ccc(-n2nc(C)c3c2NC(=O)CSC3c2ccc3c(c2)OCO3)cc1` (stereo unspecified) gave M. tuberculosis GlmU -2.7% and RmlCD inh 1536 8.
`COC(=O)/C(=C(/F)Sc1cc(C)c(O)c(C)c1)C(F)(F)F` gave M. tuberculosis GlmU -3.1% and RmlCD inh 1536 7.
For CCN(CC)CC#CCC1(O)c2ccccc2-c2ccccc21 the results were M. tuberculosis GlmU -1.4%.
Cc1ccc(NC(=O)OC(C)CNC(=O)Oc2cccc(C)c2)cc1 (stereo unspecified) was read as M. tuberculosis GlmU 0.8% and RmlCD inh 1536 6.
`CC(C(=O)NCc1cccs1)N1C(=O)c2ccccc2C1=O` (stereo unspecified) gave M. tuberculosis GlmU -13% and RmlCD inh 1536 inconclusive.
`Cc1cccc(NCc2ccccc2)c1` gave M. tuberculosis GlmU -3.9%.
Screening O=C(C1CCCN1S(=O)(=O)c1cccc2cccnc12)N1CCN(c2ccccc2)CC1 (stereo unspecified) returned M. tuberculosis GlmU 0.8% and RmlCD inh 1536 -11.
For Cc1cc(OCC(=O)NC2CCN(C)CC2)ccc1[N+](=O)[O-] the results were M. tuberculosis GlmU -1.3% and RmlCD inh 1536 -8.

Sorted by molar mass (smallest number first): part of the list above.
For Clc1ccc(-c2c[nH]c3ccccc23)nn1 the results were M. tuberculosis GlmU 2.4%.
For COc1ccc(N2CC(C(=O)OCC(=O)c3ccccc3)CC2=O)cc1 (stereo unspecified) the results were M. tuberculosis GlmU -0.1% and RmlCD inh 1536 inconclusive.
COc1ccc2nc3ccccc3nc2c1NC(=O)c1ccc(Br)cc1 was read as M. tuberculosis GlmU -5.5% and RmlCD inh 1536 11.
Screening O=C(C1CCCN1S(=O)(=O)c1cccc2cccnc12)N1CCN(c2ccccc2)CC1 (stereo unspecified) returned M. tuberculosis GlmU 0.8% and RmlCD inh 1536 -11.

Later entries.
Screening O=C(Nc1ccccc1N1CCOCC1)c1csc2c1CCCC2 returned M. tuberculosis GlmU -7.9% and RmlCD inh 1536 -7.
For c1cc2c(cnc3cscc32)s1 the results were M. tuberculosis GlmU -3.2%.
Screening CCOc1cc(/C=C2\C(=O)N(c3nc(-c4ccc(Br)cc4)cs3)N=C2c2ccccc2)ccc1O returned RmlCD inh 1536 0.
For Cc1ccc(NC(=O)C2CCN(S(=O)(=O)c3cccc4cccnc34)CC2)nc1 the results were M. tuberculosis GlmU 3.7% and RmlCD inh 1536 3.
For O=C(/C=C/c1ccc(S(=O)(=O)N2CCOCC2)cc1)NCc1ccccc1Cl the results were M. tuberculosis GlmU 1.9% and RmlCD inh 1536 3.
COc1ccc2cc(CN(CC3CCCO3)S(=O)(=O)c3ccc(C(C)=O)cc3)c(=O)[nH]c2c1 (stereo unspecified) was read as M. tuberculosis GlmU -2.2%.
Screening O=C1C(Cc2ccc(O)cc2)NC(=S)N1c1ccccc1 (stereo unspecified) returned M. tuberculosis GlmU -3.2% and RmlCD inh 1536 -5.
For COc1ccc(CC(=O)N2CCCC(C)C2)cc1 (stereo unspecified) the results were M. tuberculosis GlmU 1.7% and RmlCD inh 1536 19.
O=C(CSc1ccc(Cl)cc1)N1CCN(c2ccc(Cl)cc2[N+](=O)[O-])CC1 was read as M. tuberculosis GlmU -0.5%.
Cc1ccc(C)n1-c1ccc(C(=O)/C=C/N(C)C)cc1 was read as M. tuberculosis GlmU -2.9% and RmlCD inh 1536 1.
For Cc1cc(C)cc(C(=O)NCC(=O)OCC(=O)Nc2cccnc2Cl)c1 the results were M. tuberculosis GlmU -1.0% and RmlCD inh 1536 -5.
`O=C(NC1=NCCS1)C1CCCCC1` gave M. tuberculosis GlmU 5.8% and RmlCD inh 1536 8.
Cc1cc(NS(=O)(=O)c2ccc(-c3ccccc3)cc2)no1 was read as M. tuberculosis GlmU -0.2% and RmlCD inh 1536 13.
Screening CCc1ccnc(NC(=O)NS(=O)(=O)c2ccc(C)cc2)c1 returned M. tuberculosis GlmU -4.5% and RmlCD inh 1536 3.
O=C(c1ccc(C(F)(F)F)cc1)N1CCC(=O)N(C(COCc2ccc(C(F)(F)F)cc2)Cc2ccccc2)CC1 (stereo unspecified) was read as M. tuberculosis GlmU -1.2%.
`CCOC(=O)c1cc2sccc2n1CC(=O)Nc1ccc(OC)cc1OC` gave M. tuberculosis GlmU 0.2%.
Screening O=C(CN1CCN(c2cccc(Cl)c2)CC1)Nc1nccs1 returned M. tuberculosis GlmU 0.5% and RmlCD inh 1536 -5.
For O=C(OCC(=O)N1CCc2ccccc2C1)c1cccc([N+](=O)[O-])c1 the results were M. tuberculosis GlmU -3.0% and RmlCD inh 1536 7.
For C/C(=N\NC(=O)Cc1cccn1C)c1cccs1 the results were M. tuberculosis GlmU 7.7%.
N#Cc1c(N)oc(-c2cccs2)c1-c1cccs1 was read as M. tuberculosis GlmU -6.6%.
`CCC(C)c1ccccc1NC(=O)COC(=O)c1ccc(C)c(NC(=O)c2ccco2)c1` (stereo unspecified) gave M. tuberculosis GlmU 5.9% and RmlCD inh 1536 -3.
Screening CCc1nnc(NC(=O)CSc2nnc(CSc3nc(C)cc(C)n3)n2C)s1 returned M. tuberculosis GlmU 4.8% and RmlCD inh 1536 -9.
COc1cccc(C2CC(c3ccc(Cl)cc3)n3nc(N)nc3N2)c1 (stereo unspecified) was read as M. tuberculosis GlmU -1.5% and RmlCD inh 1536 5.
COc1cccc(OC)c1NC(=O)NC(=O)c1c(OC)c(Br)cc([N+](=O)[O-])c1OC was read as M. tuberculosis GlmU 0.1% and RmlCD inh 1536 21.
For CC1(C)CC(=O)C(C(N)=NC(=O)c2ccc([N+](=O)[O-])cc2)=C(O)C1 the results were M. tuberculosis GlmU 7.7% and RmlCD inh 1536 4.
For CN(C)CCCN(C(=O)COc1ccccc1)c1nc2c(Cl)cccc2s1 the results were M. tuberculosis GlmU -3.7% and RmlCD inh 1536 0.
Screening Cc1cccc(C(=O)O/N=C2\CCSc3ccc(C)cc32)c1 returned M. tuberculosis GlmU -2.6% and RmlCD inh 1536 2.
Cc1sc(-c2ccncc2)nc1OC(=O)c1cc(Cl)cc(Cl)c1 was read as M. tuberculosis GlmU 1.3% and RmlCD inh 1536 7.
For O=C(Nc1ccc2oc(-c3cccc4ccccc34)nc2c1)c1ncn[nH]1 the results were M. tuberculosis GlmU 2.7%.
O=C(Nc1ccc(Br)cc1F)C1CCCO1 (stereo unspecified) was read as M. tuberculosis GlmU 2.1%.
O=C(Cc1ccccc1)NCCc1cn2ccsc2n1 was read as M. tuberculosis GlmU 3.4% and RmlCD inh 1536 10.
`Cc1c(C)c2ccc(OS(C)(=O)=O)c(C)c2oc1=O` gave M. tuberculosis GlmU 3.8%.
For COC(=O)Cc1c(C)c2ccc(OCc3nn[nH]n3)cc2oc1=O the results were M. tuberculosis GlmU -1.3%.
Screening O=c1cc(N2CCc3ccccc32)[nH]c(=O)n1Cc1ccc(F)cc1 returned M. tuberculosis GlmU 0.1%.
For Cc1ccc2nc(N3CCN(C=O)CC3)nc(-c3ccccc3)c2c1 the results were M. tuberculosis GlmU 5.3%.
For O=C(Nc1cc(C(F)(F)F)ccc1N1CCOCC1)c1ccccc1F the results were RmlCD inh 1536 19.
`COc1ccc(CCNC(=O)COC(=O)Cc2ccc(OC)cc2)cc1` gave M. tuberculosis GlmU 2.8% and RmlCD inh 1536 10.
CC(CNC(=O)c1ccc(-c2ccccc2)cc1)CN(C)C (stereo unspecified) was read as M. tuberculosis GlmU -3.9% and RmlCD inh 1536 -1.
O=C(Nc1ccc2ccccc2c1)/C(=C\c1ccc2c(c1)OCO2)NC(=O)c1ccco1 was read as M. tuberculosis GlmU -6.1% and RmlCD inh 1536 -7.
Screening Cc1ccc2nc(-c3cc(N)cc(N)c3)oc2c1 returned M. tuberculosis GlmU 0.0%.
COC(=O)c1cn(NC(=O)/C=C/c2cccc(OC)c2OC)c(=O)c2ccccc12 was read as M. tuberculosis GlmU 4.1% and RmlCD inh 1536 -12.
For CNC(=O)c1ccc(-c2cc(C(F)(F)F)nn2C)s1 the results were M. tuberculosis GlmU 1.5% and RmlCD inh 1536 -14.
Cc1ccc(S(=O)(=O)CCN2CCN(c3ccccn3)CC2)cc1 was read as RmlCD inh 1536 -9.
Screening Cc1ccc(C(C)C)c(OCCCN2CC(C)OC(C)C2)c1 (stereo unspecified) returned M. tuberculosis GlmU 2.3%.
For CCOc1ccccc1NC(=O)NCc1ccco1 the results were M. tuberculosis GlmU -0.2% and RmlCD inh 1536 2.
`CCc1c(C)c(C#N)c2nc3ccccc3n2c1Cl` gave M. tuberculosis GlmU -0.6% and RmlCD inh 1536 -11.
`Cc1nn(-c2ccccc2)c(C)c1C=O` gave M. tuberculosis GlmU 6.2%.
O=C(CSc1ccc(-c2ccc(F)cc2)nn1)NCc1ccco1 was read as M. tuberculosis GlmU -2.7%.
For C=CCc1cccc(C2Nc3ccccc3C(=O)N2O)c1O (stereo unspecified) the results were M. tuberculosis GlmU 0.5% and RmlCD inh 1536 74.
Cc1ccc(OCC(=O)c2ccc3c(c2)CCCC3)cc1C was read as M. tuberculosis GlmU -10%.
CCOC(=O)CC1C(=O)NCCN1C(=O)c1sc2ccccc2c1Cl (stereo unspecified) was read as M. tuberculosis GlmU 4.3% and RmlCD inh 1536 -10.
Screening O=C(OCc1nnc(-c2ccc(Br)cc2)o1)c1cncc(Br)c1 returned M. tuberculosis GlmU -3.8%.
COn1c(-c2ccc(Cl)cc2Cl)nc2ncccc21 was read as M. tuberculosis GlmU -1.7% and RmlCD inh 1536 5.
For Cc1ccc2nc(N3CCN(c4ccccc4)CC3)c(C=O)c(=O)n2c1 the results were M. tuberculosis GlmU -6.1% and RmlCD inh 1536 -5.
Screening c1ccc(CC2CCN(Cc3ccccn3)CC2)cc1 returned M. tuberculosis GlmU -3.1% and RmlCD inh 1536 49.
Screening N=c1c2c3c(sc2nc2n1CCCCC2)CCCCC3 returned M. tuberculosis GlmU 5.7%.
Nc1nc(Br)c2ccccc2c1-c1ccccc1 was read as M. tuberculosis GlmU -8.1% and RmlCD inh 1536 -3.
CCCn1nnc(NC(=O)COc2ccc(C3CCCCC3)cc2)n1 was read as M. tuberculosis GlmU 7.9% and RmlCD inh 1536 17.
`CN(c1ncnc(N)c1[N+](=O)[O-])C1CCS(=O)(=O)C1` (stereo unspecified) gave M. tuberculosis GlmU 2.2%.
`CNC(=O)CCCCCNS(=O)(=O)c1ccc(C)cc1` gave M. tuberculosis GlmU 0.5%.
For CSc1nnc(C(C)(C)C)c(=O)n1/N=C/c1ccc(Cl)cc1 the results were M. tuberculosis GlmU 2.2% and RmlCD inh 1536 -12.
For Oc1ccc2ccccc2c1C=NCc1ccccc1 the results were M. tuberculosis GlmU 2.0% and RmlCD inh 1536 4.

Molecules from the list above that have two or more sulfur atoms:
Screening CCOC(=O)CNC(=O)CSc1nnc(NC(=O)c2ccccc2Cl)s1 returned M. tuberculosis GlmU -0.5% and RmlCD inh 1536 6.
For c1cc2c(cnc3cscc32)s1 the results were M. tuberculosis GlmU -3.2%.
N#Cc1c(N)oc(-c2cccs2)c1-c1cccs1 was read as M. tuberculosis GlmU -6.6%.
Screening CCc1nnc(NC(=O)CSc2nnc(CSc3nc(C)cc(C)n3)n2C)s1 returned M. tuberculosis GlmU 4.8% and RmlCD inh 1536 -9.

Some of the compounds tested; count on the stated rates, not on these rows.
